eLon inh = inhibits E. coli Lon protease; inhibition, % at 7.94 µM; 360,000 tested, 0.42% active; AID 602123; purified E. coli Lon protease, fluorescence polarization; in the data active = inhibition above about 13%, passing the limit was not always enough;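 note: 0% = enzyme with probe and DMSO and 100% = no enzyme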
MT1-MMP act inh = inhibitors of human MT1-MMP activation | AID 651647 | GFP/RFP ratio change, % at 20 µM | 360,000 tested, 0.061% active | HT1080 RFP-PRO-GFP cells, GFP/RFP ratio fluorescence, overnight; percent of plate control window, DMSO zero;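 active = GFP/RFP ratio change of at least 30% with cell ATP level not reduced by more than half and red fluorescence within 50% of control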; note: strong numbers were not always called active
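Material – HT1080 RFP-PRO-GFP cells · Control set – DMSO wells and RFP-L50D-GFP cells · Incubation – overnight cell settling, then overnight compound exposure, 37 °C, 5% CO2 · Compound dosing – single-point 20 µM compound, 1% DMSO · Read-out – GFP/RFP fluorescence ratio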
Neddylation inh = inhibitors of human cullin neddylation. AID 651699. calls only at 25 µM. 360,000 tested, 0.58% active. TR-FRET cullin neddylation, biochemical. P61081+Q13564; in the data active = inhibition above about 36%
MsrA inh = inhibits bovine methionine sulfoxide reductase A. inhibition, % at 15.5 µM. purified bovine MsrA, absorbance read-out. 360,000 tested, 0.75% active; in the data active = inhibition above about 4.5%;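 note: 0% = vehicle wells with enzyme and 100% = reference inhibitor wells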
SKN-1 block = blocks SKN-1 activity in C. elegans; inhibition, % at 21.8 µM; 360,000 tested, 0.49% active; C. elegans VP596 Pgst-4::GFP/RFP ratio, acrylamide-induced, 24 h; AID 624304;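 active = interference check ratio from 0.5 to 1.5 plus GFP to RFP signal ratio inhibition reaching or exceeding a fixed threshold, cut at about 30% in these data, passing the limit was not always enough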; note: some compounds called inactive have numbers as strong as hits
Rin1-Abl PPI inh = inhibitors of human Rin1-Abl protein interaction; P00519+Q13671; TR-FRET Rin1/Abl binding, biochemical; inhibition, % at 7.35 µM; 360,000 tested, 0.4% active; in the data active = inhibition above about 5%, passing the limit was not always enough
MsrA act = activates bovine MsrA enzyme; 360,000 tested, 0.3% active; activation, % at 10.6 µM; purified bovine MsrA, absorbance read-out; AID 602163; in the data active = activation above about 7.5%;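 note: 0% = vehicle and 100% = reference activator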
NRP1-CendR mod = NRP-1/CendR interaction modulation; FAM-RPARPAR peptide binding to NRP-1, fluorescence polarization; O14786; inhibition, % at 25 µM; 360,000 tested, 0.85% active; AID 602438;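 active = inhibition or corrected inhibition above about 18%, plus a signal ratio from 0.5 to 1.5, limit read from the data, passing the limit was not always enough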; note: strong numbers were not always called active
FAS-TE inh = FAS thioesterase (human) inhibition | 360,000 tested, 0.67% active | inhibition, % at 15 µM | recombinant FAS-TE, OMFH fluorogenic substrate, fluorescence endpoint | P49327;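 active = compounds whose normalised, plate-corrected inhibition of enzyme fluorescence in the single-dose primary screen is 50% or more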;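 note: 0% = DMSO with enzyme and 100% = substrate without enzyme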
Starred values were filed as active, the others as inactive; i = inactive; nt = no result given. Random draw from the library; 4.2% or so of the library scored in one or more.

compound	eLon inh	MT1-MMP act inh	Neddylation inh	MsrA inh	SKN-1 block	Rin1-Abl PPI inh	MsrA act	NRP1-CendR mod	FAS-TE inh
CC1CCN(C(=O)c2cc(-c3ccccc3O)on2)CC1	-3	8	i	-0.1	-1	-4	-4	-13	5
CCCCn1c(=O)n(Cc2cccc(F)c2)c(=O)c2c1ncn2Cc1ccco1	-9	-4	i	-0.5	-6	0	-2	1	16
Cc1ccc2nc(-c3ccccc3)cc(C(=O)N3CC(C)OC(C)C3)c2c1 (centres undefined)	-2	-1	i	1.5	-3	-2	-2	-2	1
Cc1ccc(C(=O)c2ccccc2C(=O)OCC(=O)NC(=O)NC(C)(C)C)cc1	2	2	i	0.8	15	-1	0	5	-2
O=C1OCCC1Sc1nnc(-c2cccs2)n1Cc1ccccc1 (centres undefined)	2	2	i	nt	5	1	-3	-13	-5
CCCn1c(N)c(N(CCOC)C(=O)c2cc3c(s2)CCC(CC)C3)c(=O)[nH]c1=O (centres undefined)	-9	4	i	0.8	-14	1	-2	-6	1
Cn1c(=O)c2c(nc(NCCCO)n2CCc2ccccc2)n(C)c1=O	-3	2	i	-0.7	-1	0	-6	11	-4
Cc1ccc(C(=O)N/C(=C/c2ccccc2F)C(=O)NCCCn2ccnc2)cc1	-5	-1	i	-0.6	2	0	-2	13	-8
CCOC(=O)Cn1cc(C(=O)c2ccco2)c2ccccc21	-3	2	i	3.9	-2	0	-4	4	-4
Cc1ccnc(NC(=O)c2cc(F)c(F)cc2Cl)n1	4	0	i	-1.5	11	4	-2	3	1
CCOc1cc(Br)cc(/C=C2\SC(=Nc3ccccc3)NC2=O)c1O	-35	-18	i	3.8	7	-1	-1	-20	11
COC(=O)c1cc(C(=O)NC(C)(C)CC(C)(C)C)cc([N+](=O)[O-])c1	-1	-1	i	1.6	3	0	-1	-13	39
COc1cccc(N2CCN(C(=O)Nc3ccc4c(c3)NC(=O)CO4)CC2)c1	-4	1	i	0.8	20	-1	-2	-12	-2
COCCNC(=O)CCc1c(C)nc2c(-c3ccc(F)cc3)c(C)nn2c1C	-10	0	i	0.8	-2	-2	-8	-4	-6
Cc1nc2cc(NC(=O)Nc3cccc(F)c3)ccc2n1C	2	-5	i	-1.3	-7	1	-6	-8	1

One compound at a time, from the list above.
COc1cccc(N2CCN(C(=O)Nc3ccc4c(c3)NC(=O)CO4)CC2)c1 across the screens: eLon inh: -4; MT1-MMP act inh: 1; Neddylation inh: i; MsrA inh: 0.8; SKN-1 block: 20; Rin1-Abl PPI inh: -1; MsrA act: -2; NRP1-CendR mod: -12; FAS-TE inh: -2
Cc1ccc(C(=O)c2ccccc2C(=O)OCC(=O)NC(=O)NC(C)(C)C)cc1 across the screens: eLon inh: 2; MT1-MMP act inh: 2; Neddylation inh: i; MsrA inh: 0.8; SKN-1 block: 15; Rin1-Abl PPI inh: -1; MsrA act: 0; NRP1-CendR mod: 5; FAS-TE inh: -2

More records.
compound	eLon inh	MT1-MMP act inh	Neddylation inh	MsrA inh	SKN-1 block	Rin1-Abl PPI inh	MsrA act	NRP1-CendR mod	FAS-TE inh
COc1ccccc1Nc1ccc(NS(=O)(=O)c2ccc(C(C)=O)cc2)cc1	10	4	i	1.0	20	-1	-2	-7	31
CCOc1ccc(NC(=O)CN(C)C(=O)CCCNC(=O)c2ccc(Cl)cc2)cc1OCC	-2	5	i	-0.5	11	-2	0	3	-3
Cc1ccc[n+](CC(=O)Nc2c(Cl)cc(Cl)cc2Cl)c1	1	-1	i	-1.9	-2	0	-5	3	1
O=C(O)C(=Cc1ccncc1)c1cccc2ccccc12	-1	-2	i	0.5	14	-2	-2	-15	-11
O=C(c1ccc(Cl)c(S(=O)(=O)N2CCOCC2)c1)N1CCN(c2ccccn2)CC1	3	-6	i	0.5	-8	4	-7	1	-2
CC1=CC2(C)NC(=O)C(C)C12 (centres undefined)	-2	2	i	-0.1	11	-2	0	0	-7
CCOC(=O)C1CCN(C(=S)NC2CCCC2)CC1	-5	3	i	-0.3	0	3	-5	3	8
CCCCNc1c(-c2ccc(-c3ccc(C(C)=O)cc3)c(OC)c2)nc2cc(C)ccn12	-7	-3	nt	1.6	4	-7	-3	18	31
CCOC(=O)C1CCN(C(=O)c2cc3cc4cc(OC)ccc4nc3o2)CC1	-6	2	nt	1.9	-10	0	-9	-9	-2
CC1Cc2nc(SCC(=O)NCC3CCCO3)n(C)c(=O)c2S1 (centres undefined)	-11	0	i	2.8	10	3	-10	4	-2
CN(C)c1ccc(NC(=S)NC(=O)/C=C/c2ccco2)cc1	-2	7	i	2.9	5	-3	-2	1	-4
Cc1nn(C)c(Cl)c1CN1CCCC(CO)(Cc2ccccc2)C1 (centres undefined)	5	-2	i	-1.5	-1	4	-13	7	-14
CCc1nc2ccc(C(=O)NCCc3ccccn3)cn2c1N(C)Cc1nccs1	6	0	i	-0.1	1	-3	-3	-12	-4
Cc1nnc(SCC(=O)NC2CCCCC2C)s1 (centres undefined)	-7	3	i	1.6	-5	-1	-2	6	-7
O=C(CCCC(=O)Nc1ccc(Br)cc1)N/N=C/c1ccccc1	-11	-3	i	-0.7	8	-1	-3	9	3
CN=C1S/C(=C\c2cc(C)n(-c3ccccc3F)c2C)C(=O)N1C	8	-5	i	0.1	20	-3	-1	2	11
Cc1cccc(N2C(=O)/C(=C/c3ccccn3)SC2=S)c1	2	4	i	0.0	17	-2	-3	6	-2
CC(C)(C)NC(=O)C(c1ccc(O)cc1)N(Cc1ccc2c(c1)OCO2)C(=O)CCl (centres undefined)	-8	-2	i	-0.2	11	-4	-2	9	-5
COc1ccc(C(C)=O)cc1COC(=O)c1ccc(N)c([N+](=O)[O-])c1	-6	1	i	0.1	-3	-2	0	2	12
Cc1cccc(N2C(=O)CSC2c2cccnc2)c1 (centres undefined)	-8	-1	i	0.7	10	3	-5	-2	0
CC(C)CN1CCC(=O)N([C@H](CSc2ccc(Br)cc2)c2ccccc2)CC1	0	-3	i	0.4	6	5	-4	16	23
Cc1ccc(NC(=O)CN(C)C(=O)COc2cccc3ccc(C)nc23)cc1	-1	3	i	1.4	5	-1	-2	-1	-5
Cc1nc(C(C)(C)O)n(-c2ccccc2)n1	7	-2	i	0.3	9	0	-3	0	-10
O=S(=O)(NCCS(=O)(=O)N1CCN(c2ccc(F)cc2)CC1)c1ccc(F)cc1	-13	0	i	1.4	4	0	-2	1	-2
CC1CCCC(C)N1CCNC(=O)C1CCN(S(=O)(=O)N2CCCCC2)CC1 (centres undefined)	0	-6	i	0.4	9	2	-1	7	-7
CCC(C)(C)n1nnnc1C(C(C)C)N1CCSCC1 (centres undefined)	-5	1	i	0.1	21	-3	-2	6	0
CCCc1c(C(=O)N/N=C/c2ccc(C)o2)nnn1-c1nonc1N	-3	-2	i	5.0*	21	-5	-9	7	-2
CCCCn1cnc2c(c(-c3ccccc3)c(-c3ccccc3)n2Cc2ccco2)c1=N	8	6	i	0.5	15	3	-10	-9	-4
CCC(=O)NNc1cccc(Cl)n1	-13	0	i	-0.3	-14	3	-4	-1	-3
O=C(N=C1SC2CS(=O)(=O)CC2N1c1ccccc1)C1CCCCC1 (centres undefined)	8	-6	i	-1.0	10	0	-4	4	1
COc1cccc(CNC(=O)COC(=O)c2cccc(S(=O)(=O)N3CCCC3)c2)c1	-3	-3	i	0.2	5	-1	-2	5	-1
O=C(NC1CCSc2ccccc21)c1cc([N+](=O)[O-])ccc1N1CCOCC1 (centres undefined)	-7	2	i	1.4	11	-1	-1	5	21
CCOc1ccc(/C=N/NC(=O)C(C)Sc2ccccn2)cc1OCC (centres undefined)	-3	3	i	1.6	-15	-3	-11	0	0
CCCCNc1cccc2c1S(=O)(=O)N(CCCC)CC(COCc1ccccc1)O2 (centres undefined)	-6	-7	i	-1.5	-8	1	-4	-3	28
COc1ccc(/C=N/NC(=O)c2cc3c(ccc4ccccc43)o2)cc1OC	-1	-5	nt	0.9	14	-3	-1	13	3
CC(C)c1nc2oc3c(N(C)CCO)ncnc3c2c2c1CCC2	-1	-4	i	3.8	10	-2	-3	-2	3
N#CC[C@H](Cc1ccccc1)N1CC[C@@H](O)CCC1=O	6	1	i	-0.8	-1	2	-1	7	-3
CCOC(=O)COc1nc(-c2ccc(C)cc2)cc(-c2ccco2)c1C#N	8	3	i	0.9	1	-2	-2	-1	5
CCc1ccc(C2CC(c3ccc(Cl)cc3)=NNC2=O)cc1 (centres undefined)	1	5	i	0.4	-17	-3	-9	1	10
Clc1ccc(-c2ccn[nH]2)cc1	-5	-2	i	0.8	8	2	-3	-12	-2
O=C(N/N=C/c1cccnc1)c1cc(O)c(O)c(O)c1	-13	1	i	1.5	9	62*	-4	-10	-7
COc1ccc(N=C2NC(=O)C(CO)(CO)S2)cc1	-10	-2	i	-0.6	8	1	0	3	-3
COc1ccc(OS(=O)(=O)c2ccc(N3C(=O)CCC3=O)cc2)cc1	-2	-1	i	-0.6	4	3	2	5	1
Cc1nc(-c2ccc(Cl)cc2)sc1C1(C)CC(c2ccc(F)cc2)=NO1 (centres undefined)	-5	1	i	-0.1	15	0	-2	9	21
O=C(O)CC(CC(=O)NCC(O)c1ccccc1)c1ccccc1 (centres undefined)	1	-1	i	-1.4	18	-1	-1	8	-2
C=CCNc1nc(C)nc(OC)n1	-11	0	i	-0.1	-5	2	-4	4	-3
O=C(CCSc1nc(-c2ccco2)cc(C(F)(F)F)n1)NCCc1ccccc1	0	-9	i	0.3	-1	0	-2	-2	14
CN(C)CCNC(=O)C1CCN(S(=O)(=O)c2ccc3ccccc3c2)CC1	1	0	i	0.2	-5	-3	-1	6	-2
Cc1[nH]c2ccccc2c1C(c1ccncc1)N1CCN(c2ccccn2)CC1 (centres undefined)	3	6	i	-1.1	-6	-4	-7	2	6
O=P(c1ccccc1)(c1ccccc1)N(c1ccccc1)c1ccccc1	-5	-8	i	-1.3	-5	3	-1	0	-9
Cn1c(=O)c2sccc2n2c(CCCC(=O)NCCc3ccccc3)nnc12	-2	-1	i	-0.1	16	1	2	16	-8
Cc1ccc(CNC(=O)c2c(-c3ccccc3Cl)noc2C)cc1	-3	-1	i	1.3	-3	1	-9	-1	0
CCCOc1ccc(-c2c(C(=O)N/N=C/c3ccc(C)cc3)nnn2-c2nonc2N)cc1	2	2	i	-0.6	-5	1	-4	-6	14
Cc1ccccc1N/N=C/c1ccc(C#N)cc1	-1	3	i	-0.1	3	2	-2	-11	26
O=C(CSc1nnc(NC(=O)c2ccccc2F)s1)NCc1ccc(F)cc1	-3	-7	i	-0.1	12	-1	1	-8	-8
CC1(C(=O)N2CCN(c3ccc([N+](=O)[O-])cc3)CC2)CC1(Cl)Cl (centres undefined)	-2	3	i	1.9	4	-4	-3	9	11
COc1ccc(C(=O)NCC(=O)NCC(c2ccco2)N(C)C)cc1OC (centres undefined)	9	-2	i	-0.2	-2	0	-1	-10	-10
CCc1ccc2nc3nc(C)cc(C)c3c(N)c2c1	-20	-51	nt	1.5	6	-7	0	-20	-8
O=C1CCCCCN1C(=O)c1ccccc1	2	-3	i	-1.5	-3	2	2	10	-4
COc1ccc(/C=C/C2=CCN(Cc3ccc(OC)cc3)CC2)cc1	4	-8	i	1.1	9	-3	-3	-2	2
O=c1cc(C(F)(F)F)nc(-n2[nH]c3c(c2=O)CCCC3)[nH]1	-59	-13	i	1.7	-2	0	-7	-33	-3
NC(=O)c1ccccc1NS(=O)(=O)c1cccs1	-4	-1	i	-0.9	-30	1	-9	-9	-6

Screens (PubChem BioAssay)
